HCT116 bCat-KO: primary screen for growth suppressors in beta-catenin knockout HCT116 cells (colon tumor, human); HCT116 beta-catenin knockout viability, CellTiter-Glo, 60 h; stronger effect = lower value; viability, % at 10 µM; 1.5% of 140,000 active;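 active means viability at or under a set limit, the compound median less 4 SD, cut at about 6% in these data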;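 further: 0% = Hyamine 1622 control at 20 µM and 100% = untreated cell control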
MRP1 act: H69AR viability gain despite doxorubicin, primary screen, MRP-1 activator project, H69AR cells, CellTiter-Glo. AID 799, 2007. viability rescue. 0.61% of 140,000 active. viability increase, % at 10 µM;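 active means viability gain under doxorubicin at or above a set limit, the compound median plus 3 SD, cut at about 4.7% in these data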;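 further: MRP-1 overexpressing cells given doxorubicin 25 µM after compound pretreatment; 18-22 h compound pretreatment then 72 h with doxorubicin before readout; 0% = doxorubicin-only wells and 100% = vehicle-treated cells without doxorubicin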
Yeast growth inh: growth inhibitors of yeast BB579 in restrictive medium, primary screen, yeast lifespan-shortening project, S. cerevisiae; OD615, 48 h; inhibition, % at 10 µM; 0.51% of 140,000 active; AID 804, 2007;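 active means inhibition above a set limit, 3 SD over the mean compound inhibition, cut at about 44% in these data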; further: inactives centre near -24
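System: Saccharomyces cerevisiae DeaD strain BB579, replicative lifespan model yeast | Buffer or medium: Restrictive glucose-based CSMM-D medium | Times: 4 h preincubation and 48 h exposure at 30 °C | Detection: OD615 turbidity measurement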
GALR2 antag: GALR2 antagonists in receptor-expressing cells, primary screen; Galanin receptor type 2 (Homo sapiens), O43603; antagonist mode; inhibition, % at 4 µM; 0.39% of 140,000 active; AID 828, 2007; in the data active means inhibition above about 27%;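 further: cells stimulated with galanin 1-16 at roughly its EC80; 0% = agonist challenge control and 100% = basal control without agonist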
Target sequence (O43603 whole entry, looked up): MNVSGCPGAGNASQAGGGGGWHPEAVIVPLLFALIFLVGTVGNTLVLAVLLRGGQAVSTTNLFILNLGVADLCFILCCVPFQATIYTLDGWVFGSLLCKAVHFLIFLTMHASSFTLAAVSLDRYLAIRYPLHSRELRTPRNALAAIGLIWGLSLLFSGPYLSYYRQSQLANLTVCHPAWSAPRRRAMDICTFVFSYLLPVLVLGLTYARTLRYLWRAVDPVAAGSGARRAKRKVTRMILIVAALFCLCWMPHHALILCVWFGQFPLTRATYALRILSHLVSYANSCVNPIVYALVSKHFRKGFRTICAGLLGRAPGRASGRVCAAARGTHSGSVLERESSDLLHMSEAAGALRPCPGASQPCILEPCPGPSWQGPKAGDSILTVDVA
Measles CPE: compounds protecting cells from measles virus cytopathic effect, primary screen, measles RdRp inhibitor project, single point, MLSMR library, absorbance | Measles virus-infected cells, CPE protection | protection (pct of control), % at 4 µM | 1.5% of 140,000 active | AID 841, 2007; in the data active means protection mostly above about 24%, no sharp cut-off; inactive means mostly below about 26%; further: some compounds called inactive have numbers as strong as hits
NPY Y2 blocker: NPY-Y2 receptor antagonists, primary screen, cell-based; NPY-Y2 expressing cells, antagonist mode; inhibition, % at 2.7 µM; 0.99% of 140,000 active; in the data active means inhibition above about 17%;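 further: 0% = vehicle with agonist challenge and 100% = reference antagonist with challenge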
Target sequence (P49146 whole entry, looked up): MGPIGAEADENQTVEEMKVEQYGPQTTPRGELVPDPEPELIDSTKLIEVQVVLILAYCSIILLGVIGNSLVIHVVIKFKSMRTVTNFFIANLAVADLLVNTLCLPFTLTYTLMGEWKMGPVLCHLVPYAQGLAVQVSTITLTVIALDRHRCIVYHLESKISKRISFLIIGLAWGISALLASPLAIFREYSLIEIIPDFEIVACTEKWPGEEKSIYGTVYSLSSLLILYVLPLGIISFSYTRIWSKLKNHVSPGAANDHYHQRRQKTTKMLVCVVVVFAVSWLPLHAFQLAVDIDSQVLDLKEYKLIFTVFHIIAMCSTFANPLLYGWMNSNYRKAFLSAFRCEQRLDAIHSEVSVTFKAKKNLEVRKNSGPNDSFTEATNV
E-sel TNF inh: E-selectin induction blockers in HUVEC – imaging, immunofluorescence, high content, primary screen; HUVEC TNFa-induced E-selectin immunofluorescence; inhibition, % at 2 µM; 0.71% of 120,000 active; AID 1246, 2008;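 active means inhibition above the batch mean plus 3 SD, and confirmed as a hit on visual image review, cut at about 43% in these data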;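 further: 0% = TNF-stimulated DMSO wells and 100% = unstimulated control wells; not every result past the cut was called active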
PTEN del growth: growth suppression of PTEN-null HCT116, primary screen, cell-based, CellTiter-Glo; HCT116 PTEN-null viability, 60 h; stronger effect = lower value; viability, % at 10 µM; 1.2% of 140,000 active;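 active means viability at or below a set limit, 4 SD under the median of all tested compounds, cut at about 3.7% in these data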;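 further: PTEN knockout HCT116 line with beta catenin targeted HCT116 as companion control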
Yeast life ext: compounds extending yeast replicative lifespan, primary screen, S. cerevisiae, OD615; S. cerevisiae growth with nicotinamide; deaD strain in restrictive glucose medium; inhibition of the nicotinamide effect, % at 10 µM; 0.68% of 130,000 active;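 active means inhibition above a set limit, placed 3 SD over the median of all compounds, cut at about 26% in these data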;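 further: 0% = nicotinamide-treated wells and 100% = cells grown without nicotinamide; some compounds called inactive have numbers as strong as hits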
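Assay system: engineered S. cerevisiae DeaD replicative-lifespan strain, galactose-grown log-phase cells; medium: restrictive CSMM-D dextrose medium; also added: nicotinamide, 1.5 mM, co-present with compound; schedule: 48 h compound exposure at 30 °C, humidified; detection: absorbance at 615 nm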
Phagocyt inh: inhibitors of macrophage phagocytosis, primary screen, imaging, J774A.1 cells, IgG beads; J774A.1 macrophage IgG-bead phagocytosis; inhibition, % at 5 µM; 0.07% of 110,000 active;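 active means inhibition above the mean of the plate negative controls plus 5 SD, cut at about 13% in these data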;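 further: phagocytic index as fraction of beads internalized from green versus red external bead signal; plate controls were DMSO negative control for no effect and cytochalasin-D positive control for full effect; some results beyond the cut were filed as inactive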
* marks the source's active call; other numbers are inactive results; . = no result given. The order is random. Share with any hit: about 6.1%.

SMILES | HCT116 bCat-KO | MRP1 act | Yeast growth inh | GALR2 antag | Measles CPE | NPY Y2 blocker | E-sel TNF inh | PTEN del growth | Yeast life ext | Phagocyt inh
CCCn1c(CC)nc([N+](=O)[O-])c1Sc1ccc(C)cc1 | 59 | -4.9 | -11 | 0 | -1 | 7 | 28 | 57 | -6 | -1
Cn1nnnc1SCc1nnc(-c2ccc(Cl)cc2)o1 | 74 | -1.7 | -19 | -10 | 6 | 2 | 63* | 96 | -7 | 0
CCOC(=O)c1sc2nc(CN3CCN(c4cccc(C(F)(F)F)c4)CC3)[nH]c(=O)c2c1C | 89 | -2.1 | -19 | -14 | 4 | 2 | -2 | 86 | -1 | 16
c1csc(-c2ccnc3ncnn23)c1 | 93 | -0.5 | 5 | -6 | 2 | 9 | 20 | 97 | -8 | 1
CC1CN(Cc2nc3c(c(=O)n(C)c(=O)n3C)n2CC(O)CO)CC(C)O1 (stereo not given) | 105 | -0.3 | -5 | 7 | 13 | 2 | . | 103 | -7 | 0
CCOc1ccc(CNC(=O)CCc2cn(Cc3ccccc3)c3ccccc23)cc1 | 81 | -4.0 | -16 | -3 | 4 | 3 | -21 | 82 | 3 | .
Cc1cc(CCCCCCCCc2cc(C)cc(=O)o2)oc(=O)c1 | 84 | -0.6 | -23 | -23 | 7 | 5 | -1 | 88 | 4 | -11
COc1ccc(-n2c(C)cc(=O)c3c2CC(C)(C)CC3=O)cc1 | 105 | -0.5 | 5 | 4 | 13 | 1 | -3 | 97 | 8 | 3
Cc1ccc(-n2nnnc2SCC(=O)Nc2cccc(NC(=O)c3ccco3)c2)cc1C | 91 | 2.8 | -29 | 2 | 7 | -1 | -16 | 86 | -11 | 4
Cc1ccsc1C1Nc2ccccc2C(=O)N1O (stereo not given) | 88 | -1.3 | -8 | -1 | 7 | -2 | . | 83 | 2 | -2
COC(=O)Cn1c(CN(Cc2ccccc2)Cc2ccccc2)nc2c1c(=O)[nH]c(=O)n2C | 74 | -3.5 | -45 | -12 | 3 | 1 | -4 | 72 | 3 | .
Cn1c(C(=O)N2CCN(C(=O)c3ccco3)CC2)cc2c(=O)n(C)c3ccccc3c21 | 94 | -3.6 | -15 | 6 | 4 | -1 | -3 | 101 | -11 | 0
Cc1cc(-c2csc(NC(=O)c3ccc(C#N)cc3)n2)c(C)n1Cc1ccco1 | 92 | -0.6 | -43 | -13 | 10 | -1 | 7 | 94 | -3 | -4
O=C(Nc1nc(-c2cc3ccccc3o2)cs1)c1ccc(S(=O)(=O)N2CCCC2)cc1 | 17 | 1.6 | -39 | 23 | 21 | 1 | . | 23 | 5 | .
CCCN1CCN(C(=O)c2ccc(Sc3ccc(C)cc3)c(NC(C)=O)c2)CC1 | 90 | -3.7 | -9 | 0 | 6 | 2 | -1 | 96 | -25 | 2

Next part, overlapping the part above by 2 compounds.
SMILES | HCT116 bCat-KO | MRP1 act | Yeast growth inh | GALR2 antag | Measles CPE | NPY Y2 blocker | E-sel TNF inh | PTEN del growth | Yeast life ext | Phagocyt inh
O=C(Nc1nc(-c2cc3ccccc3o2)cs1)c1ccc(S(=O)(=O)N2CCCC2)cc1 | 17 | 1.6 | -39 | 23 | 21 | 1 | . | 23 | 5 | .
CCCN1CCN(C(=O)c2ccc(Sc3ccc(C)cc3)c(NC(C)=O)c2)CC1 | 90 | -3.7 | -9 | 0 | 6 | 2 | -1 | 96 | -25 | 2
CCOc1ccccc1NC(=O)c1cc(S(=O)(=O)N2CCC3(CC2)OCCO3)ccc1F | 79 | 2.4 | -63 | 1 | 13 | 1 | . | 86 | -10 | -3
O=C(Cc1cccc2ccccc12)N/N=C/c1ccc(F)cc1 | 93 | -0.1 | -28 | 1 | 20 | 5 | -24 | 90 | -10 | .
Cc1[nH]n(-c2nc(-c3cccc([N+](=O)[O-])c3)cs2)c(=O)c1C | 90 | 1.7 | -3 | -4 | 5 | 1 | 12 | 92 | -2 | -6
COC(=O)c1sc(N)c(C(=O)OC)c1COC(=O)[C@@H](NS(=O)(=O)c1cccc(Cl)c1)C(C)C | 60 | -2.6 | -11 | -4 | 16 | 8 | . | 49 | -5 | -12
COc1ccc(N(CC(=O)NN=C2CCCCCCC2)S(=O)(=O)c2ccccc2)cc1Cl | 89 | -2.0 | -24 | -6 | 15 | -3 | -23 | 92 | -4 | 0
Cc1ccc(Cn2nc(C)c(NC(=O)C3CC3)c2C)cc1 | 97 | 0.1 | -41 | 3 | 19 | 4 | -13 | 94 | . | .
COc1ccc(C(=O)C[n+]2ccccc2/C=N/O)cc1 | 106 | -1.2 | -25 | 6 | 7 | -1 | . | 99 | 1 | -3
O=C1c2ccccc2C(=O)N1CCc1nc2ccccc2c(=O)n1Cc1ccco1 | 88 | -3.1 | -34 | -12 | 6 | 3 | . | 91 | -14 | 2
Cn1c(=O)oc2cc(S(=O)(=O)Nc3ccc(Cl)cc3F)ccc21 | 92 | -1.3 | -31 | -11 | 15 | 3 | 15 | 103 | -4 | .
Cn1c2ccc(F)cc2c2ncn(CCCN(CCO)CCO)c(=O)c21 | 83 | -2.4 | -26 | 6 | 18 | 1 | 14 | 90 | -16 | 0
CCN(CC)c1ccc(/C=c2\sc3nnc(-c4ccccc4Cl)n3c2=O)cc1 | 91 | 0.8 | -49 | 2 | 22 | -1 | 11 | 90 | -4 | .
CCOC(=O)C1CCCN(S(=O)(=O)c2ccc(C)cc2)C1 (stereo not given) | 91 | -2.9 | -23 | 14 | 4 | 3 | -5 | 98 | 3 | .
COc1ccc(C(=O)NCC(=O)OCC(=O)c2ccc3c(c2)OCCO3)cc1 | 90 | -1.1 | -14 | -8 | 11 | 8 | -2 | 107 | -6 | .
CC(C)(O)c1cn(-c2nonc2N)nn1 | 102 | 0.0 | -31 | 5 | 4 | 3 | . | 89 | -18 | .
Cc1ccc(Cn2nnc3c(=O)n(CC(=O)N4CCCc5ccccc54)cnc32)cc1 | 85 | -0.2 | -39 | -2 | 37 | 1 | -14 | 86 | . | .
CCOc1cc(CNCc2cccs2)cc(Br)c1OC | 69 | -3.4 | -6 | -4 | 4 | 4 | -39 | 75 | -14 | 0
CC(C)Sc1nc2sc3c(c2c2nnc(SCC(=O)NCc4ccco4)n12)CCCC3 | 104 | -1.4 | -46 | -18 | 19 | 1 | . | 105 | -13 | 0
Fc1cccc(Nc2ncnc3sc4c(c23)CCC4)c1 | 74 | -1.4 | -31 | 11 | 8 | 5 | -3 | 78 | -3 | -4
O=C(COC(=O)c1ccccc1)Nc1ccccc1Sc1ccccc1 | 87 | -2.2 | -30 | -8 | 6 | 7 | -5 | 78 | -3 | -12
CCOC(=O)Cc1cc(-c2ccccc2)nc2ccc3ccccc3c12 | 80 | -0.8 | -19 | 5 | 12 | 8 | -62 | 79 | 29 | -5
COC(=O)c1ccc(OC(=O)CCN2C(=O)C3CCCCC3C2=O)cc1 (stereo not given) | 99 | -0.5 | -8 | -15 | 6 | 4 | -11 | 96 | 5 | -10
CCCCOC(=O)c1ccc(O)cc1 | 107 | -2.2 | -29 | 6 | 5 | 0 | . | 100 | -6 | .
COc1ccc(OC)c(-n2c(-c3ccccc3)n[nH]c2=S)c1 | 93 | -1.1 | -21 | -10 | 4 | 5 | . | 106 | -8 | -1
COc1ccc(F)cc1S(=O)(=O)NC1CCCC1 | 100 | 0.2 | -34 | -5 | 5 | 4 | 34 | 101 | -13 | -1
COc1cc(NC(=O)c2ccc(NS(=O)(=O)c3c(C)noc3C)cc2)cc(OC)c1 | 92 | 0.7 | -39 | 2 | 1 | 1 | -6 | 99 | -2 | -3
CCCc1nc(NCc2ccccn2)c2nnn(Cc3ccccc3F)c2n1 | 84 | 1.2 | -1 | 13 | 4 | -2 | 1 | 70 | -16 | .
Cn1nc(C(F)(F)F)c(C(=O)Nc2ccc(Cl)cc2)c1Cl | 91 | 0.3 | 13 | 3 | 7 | 0 | -38 | 88 | -9 | -2
COc1cc(NC(=O)CN2C(=O)NC(C)(c3ccc4ccccc4c3)C2=O)c(C)cc1[N+](=O)[O-] (stereo not given) | 66 | -2.8 | -25 | -7 | 5 | 0 | -15 | 62 | 6 | -3
CS(=O)(=O)N(CC(=O)N1CCN(c2ccccc2F)CC1)c1ccc2c(c1)OCCO2 | 84 | -1.4 | 11 | -6 | 4 | 3 | -25 | 89 | 5 | 0
CC1OC2(OC1C)C(=O)Nc1ccccc12 (stereo not given) | 92 | 0.5 | 3 | -4 | 4 | 0 | 14 | 111 | -8 | -1
CCOc1ccc(OCC)c(S(=O)(=O)NCCOC23CC4CC(CC(C4)C2)C3)c1 | 26 | -4.4 | -40 | -10 | 9 | 10 | 23 | 32 | 3 | -3
COc1ccc(CN2CCN(S(=O)(=O)c3ccc(F)cc3)CC2)c(OC)c1OC | 95 | -1.7 | -36 | -2 | 7 | 0 | 6 | 81 | -5 | 0
CN(C)S(=O)(=O)c1ccc2c(c1)C(CC(=O)O)OC2=O (stereo not given) | 89 | -0.4 | -26 | 1 | 2 | -2 | -27 | 110 | -4 | -1
CCCCCC(=O)NC(=S)Nc1ccc(N2CCOCC2)cc1 | 93 | -3.2 | -14 | 7 | 17 | 4 | 22 | 86 | -4 | -4
COc1ccc(C(c2sc3nc(C)nn3c2O)N2CCC(O)CC2)cc1OC (stereo not given) | 105 | 0.6 | -24 | 4 | 10 | 6 | 27 | 106 | -5 | -1
CC(C)C1Nc2ccc(S(N)(=O)=O)cc2C2C=CCC21 (stereo not given) | 94 | -0.6 | -73 | -5 | 2 | 0 | -11 | 89 | -1 | -6
O=C(COC(=O)C1CCN(S(=O)(=O)c2ccc3c(c2)OCCO3)CC1)Nc1cccc2ccccc12 | 86 | -0.4 | -32 | 10 | 9 | -1 | . | 86 | -3 | -9
CN(C)C(=O)/C(=C\c1cccc(Oc2ccccc2)c1)NC(=O)c1ccccc1 | 81 | -3.0 | -19 | 4 | 4 | 6 | . | 72 | -2 | .
CCOc1ccc(OCC)c(S(=O)(=O)N2CCCCC2)c1 | 86 | -4.1 | 2 | 15 | 16 | 9 | . | 100 | -2 | .
Oc1cccc(NC(=S)Nc2cccnc2)c1 | 91 | -2.8 | -15 | -5 | 6 | 1 | 13 | 91 | 7 | 3
C=CCOc1c(Br)cc(CNc2ccc(NC(=O)C(C)C)c(OC)c2)cc1OCC | 20 | -2.1 | -71 | -2 | 6 | 2 | 1 | 21 | 7 | -6
COc1ccc(NC(=O)CC2C(=O)N(c3cccc(C)c3)C(=O)N2C2CCCCC2)cc1 (stereo not given) | 99 | 2.2 | 6 | 6 | 6 | 0 | 9 | 98 | -8 | -3
C=CCn1c(=O)c(C(=O)Nc2cccnc2)c(O)c2ccccc21 | 98 | 1.4 | -11 | -3 | 1 | 5 | 8 | 95 | . | .
